Gli-Sufu block: antagonists of Gli-Sufu signaling; Sufu-KO-LIGHT fibroblasts, Gli luciferase reporter luminescence; inhibition, % at 5 µM; 0.74% of 340,000 active; AID 588413;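 active = inhibition above about 55%, limit read from the data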;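 also: 0% = DMSO-treated cells and 100% = wells with medium but no cells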
UBC13 polyUb: human UBC13 polyubiquitination inhibition; P61088; UBC13 polyubiquitin chain formation, TR-FRET; inhibition, % at 20 µM; 0.47% of 330,000 active; AID 485273; in the data active = inhibition above about 45%, passing the limit was not always enough
Target sequence (P61088 whole entry, looked up): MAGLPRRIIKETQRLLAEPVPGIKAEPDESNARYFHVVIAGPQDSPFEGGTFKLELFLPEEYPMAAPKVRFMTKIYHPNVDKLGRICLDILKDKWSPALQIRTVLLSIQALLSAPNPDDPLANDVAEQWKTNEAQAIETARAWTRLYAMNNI
EBI2 antag: EBI2 (human) antagonism; EBI2 beta-arrestin recruitment, luminescence, 7a,25-OHC stimulated; inhibition, % at 5 µM; 0.81% of 360,000 active; AID 651636; P32249; in the data active = inhibition above about 38%;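 also: enzyme fragment complementation signal reports receptor beta-arrestin coupling in cells; 0% = agonist plus DMSO wells and 100% = wells without agonist; some results beyond the cut were filed as inactive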
Target sequence (P32249 whole entry, looked up, the tested form may be a part): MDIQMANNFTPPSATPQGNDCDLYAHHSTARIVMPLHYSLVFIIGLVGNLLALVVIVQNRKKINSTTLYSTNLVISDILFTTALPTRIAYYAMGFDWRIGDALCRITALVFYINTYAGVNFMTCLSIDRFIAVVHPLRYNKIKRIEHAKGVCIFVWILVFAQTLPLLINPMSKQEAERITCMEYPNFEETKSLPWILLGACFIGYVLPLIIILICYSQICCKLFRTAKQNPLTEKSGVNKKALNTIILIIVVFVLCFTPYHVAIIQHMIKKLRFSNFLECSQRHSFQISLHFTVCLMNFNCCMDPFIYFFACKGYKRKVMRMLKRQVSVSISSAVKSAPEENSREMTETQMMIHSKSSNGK
CXCR6 inh: CXCR6 (human) receptor inhibition | O00574 | 0.36% of 360,000 active | AID 602244 | CHO-K1 PathHunter CXCR6 beta-arrestin, luminescence | inhibition, % at 20 µM; in the data active = inhibition above about 34%, passing the limit was not always enough;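 also: antagonist mode with CXCL16 agonist at 10 nM final; 0% = 10 nM CXCL16 with DMSO and 100% = unstimulated wells without agonist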
CCR6 antag: blocks CCL20-driven beta-arrestin recruitment at human CCR6 | CHO-K1 CCR6 PathHunter beta-arrestin, luminescence, CCL20-stimulated | inhibition, % at 20 µM | AID 493098 | 0.49% of 340,000 active | P51684;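 active = compounds whose inhibition of the agonist-driven luminescence signal at 20 µM reaches about 50%, limit read from the data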;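 also: cells stimulated with CCL20 at 14 nM final; plate controls were DMSO with CCL20 for no effect and DMSO without agonist for full effect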
Target sequence (P51684 whole entry, looked up): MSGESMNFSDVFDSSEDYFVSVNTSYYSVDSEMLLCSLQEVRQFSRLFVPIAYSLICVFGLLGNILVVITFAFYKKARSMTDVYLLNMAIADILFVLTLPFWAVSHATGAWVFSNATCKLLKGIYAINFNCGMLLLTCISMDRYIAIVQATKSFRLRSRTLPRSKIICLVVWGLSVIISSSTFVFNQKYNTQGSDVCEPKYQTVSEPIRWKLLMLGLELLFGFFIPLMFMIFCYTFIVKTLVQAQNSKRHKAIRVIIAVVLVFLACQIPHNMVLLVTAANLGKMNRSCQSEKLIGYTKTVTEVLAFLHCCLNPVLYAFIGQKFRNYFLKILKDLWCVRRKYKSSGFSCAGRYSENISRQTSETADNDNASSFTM
697 NFkB inh: inhibitors of the PMA/ionomycin-induced NF-kB reporter in 697 B cells | 697 B-cell NF-kB luciferase reporter, 16 h | inhibition, % at 4 µM | 0.33% of 330,000 active | AID 435022; in the data active = inhibition above about 35%
APJ antag: APJ receptor antagonism | P35414 | CHO-K1 APJ beta-arrestin complementation, luminescence | inhibition, % at 20 µM | 0.32% of 330,000 active | AID 2521;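 active = inhibition above about 40% at 20 µM, limit read from the data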;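 also: cells challenged with 10 nM apelin-13 agonist together with compound; plate controls were apelin-13 plus DMSO wells for no effect and DMSO wells lacking apelin-13 for full effect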
Jurkat NFkB inh: lowers PMA/ionomycin-induced NF-kB signal in Jurkat cells. PMA/ionomycin-induced NF-kB luciferase reporter, luminescence. inhibition, % at 4 µM. 0.53% of 330,000 active; in the data active = inhibition above about 50%
Numbers without * were called inactive. Not a hit list; overall some 3% were active at least once.

Start of the listing, in advance:
Results for CC(Sc1ncccn1)C(=O)N1CCc2ccccc21 (stereo unspecified) ?
Gli-Sufu block: 23; UBC13 polyUb: 4; EBI2 antag: -1; CXCR6 inh: -1; CCR6 antag: -4; 697 NFkB inh: 22; APJ antag: 19; Jurkat NFkB inh: 8

What do the screens show for `CCOC(=O)C(/C(C)=N/NC(=O)C1CC1c1ccccc1)C(C)C` (stereo unspecified)?
Gli-Sufu block: -4; UBC13 polyUb: 2; EBI2 antag: 3; CXCR6 inh: -3; CCR6 antag: -7; 697 NFkB inh: -1; APJ antag: 0; Jurkat NFkB inh: 0

Results for Cc1ccc(Cn2nnc(C(=O)Nc3cccc(C)c3C)c2N)cc1 ?
Gli-Sufu block: 3; UBC13 polyUb: 4; EBI2 antag: 30; CXCR6 inh: -18; CCR6 antag: 2; 697 NFkB inh: 9; APJ antag: -2; Jurkat NFkB inh: -10

What do the screens show for `Cc1cc(-c2nnc(SCC(=O)Nc3ccc(C)c(C)c3)n2N)n[nH]1`?
Gli-Sufu block: -14; UBC13 polyUb: 4; EBI2 antag: -7; CXCR6 inh: 0; CCR6 antag: 5; 697 NFkB inh: 2; APJ antag: 4; Jurkat NFkB inh: 6

What do the screens show for `COc1ccc(CCNC(=O)C(=O)NCc2ccccc2C)cc1OC`?
Gli-Sufu block: 2; UBC13 polyUb: 1; EBI2 antag: -13; CXCR6 inh: 2; CCR6 antag: -1; 697 NFkB inh: 14; APJ antag: -2; Jurkat NFkB inh: 4

Results for CC(=O)N(CN1C(=O)C2CC=CCC2C1=O)c1cccc(Cl)c1 (stereo unspecified) ?
Gli-Sufu block: -4; UBC13 polyUb: 3; EBI2 antag: -9; CXCR6 inh: -2; CCR6 antag: 0; 697 NFkB inh: 11; APJ antag: 3; Jurkat NFkB inh: -6

This part in full (from the top)
Results for CC(Sc1ncccn1)C(=O)N1CCc2ccccc21 (stereo unspecified) ?
Gli-Sufu block: 23; UBC13 polyUb: 4; EBI2 antag: -1; CXCR6 inh: -1; CCR6 antag: -4; 697 NFkB inh: 22; APJ antag: 19; Jurkat NFkB inh: 8

What do the screens show for `CCOC(=O)C(/C(C)=N/NC(=O)C1CC1c1ccccc1)C(C)C` (stereo unspecified)?
Gli-Sufu block: -4; UBC13 polyUb: 2; EBI2 antag: 3; CXCR6 inh: -3; CCR6 antag: -7; 697 NFkB inh: -1; APJ antag: 0; Jurkat NFkB inh: 0

Results for Cc1ccc(Cn2nnc(C(=O)Nc3cccc(C)c3C)c2N)cc1 ?
Gli-Sufu block: 3; UBC13 polyUb: 4; EBI2 antag: 30; CXCR6 inh: -18; CCR6 antag: 2; 697 NFkB inh: 9; APJ antag: -2; Jurkat NFkB inh: -10

What do the screens show for `Cc1cc(-c2nnc(SCC(=O)Nc3ccc(C)c(C)c3)n2N)n[nH]1`?
Gli-Sufu block: -14; UBC13 polyUb: 4; EBI2 antag: -7; CXCR6 inh: 0; CCR6 antag: 5; 697 NFkB inh: 2; APJ antag: 4; Jurkat NFkB inh: 6

What do the screens show for `COc1ccc(CCNC(=O)C(=O)NCc2ccccc2C)cc1OC`?
Gli-Sufu block: 2; UBC13 polyUb: 1; EBI2 antag: -13; CXCR6 inh: 2; CCR6 antag: -1; 697 NFkB inh: 14; APJ antag: -2; Jurkat NFkB inh: 4

Results for CC(=O)N(CN1C(=O)C2CC=CCC2C1=O)c1cccc(Cl)c1 (stereo unspecified) ?
Gli-Sufu block: -4; UBC13 polyUb: 3; EBI2 antag: -9; CXCR6 inh: -2; CCR6 antag: 0; 697 NFkB inh: 11; APJ antag: 3; Jurkat NFkB inh: -6

What do the screens show for `c1ccc(-c2csc(-c3cccnc3)n2)cc1`?
Gli-Sufu block: -32; UBC13 polyUb: 7; EBI2 antag: 5; CXCR6 inh: 2; CCR6 antag: -2; 697 NFkB inh: -53; APJ antag: 8; Jurkat NFkB inh: -19

Results for O=[N+]([O-])c1ccc(N/N=C/c2cn(-c3ccccc3)nc2-c2ccccc2)cc1 ?
Gli-Sufu block: 7; UBC13 polyUb: -92; EBI2 antag: 44*; CXCR6 inh: 16; CCR6 antag: 29; 697 NFkB inh: 23; APJ antag: 26; Jurkat NFkB inh: -17

What do the screens show for `Cn1nc(Oc2ncc(C(F)(F)F)cc2Cl)cc1C(F)(F)F`?
Gli-Sufu block: -2; UBC13 polyUb: -1; EBI2 antag: 66*; CXCR6 inh: 4; CCR6 antag: 1; 697 NFkB inh: -38; APJ antag: -5; Jurkat NFkB inh: -19

Results for CN1CCCCc2c1nc1c(c2N)CCCC1 ?
Gli-Sufu block: 11; UBC13 polyUb: -1; EBI2 antag: -7; CXCR6 inh: 8; CCR6 antag: -5; 697 NFkB inh: -6; APJ antag: 17; Jurkat NFkB inh: 0

What do the screens show for `Cc1cccc(NC(=O)c2ccc3c(c2)C(=O)N(c2ccccc2C)C3=O)n1`?
Gli-Sufu block: -36; UBC13 polyUb: -7; EBI2 antag: 3; CXCR6 inh: -10; CCR6 antag: 14; 697 NFkB inh: 2; APJ antag: 10; Jurkat NFkB inh: -1

Results for O=C(CNC1CCCCCC1)Nc1ccc(S(=O)(=O)NC2CC2)cc1 ?
Gli-Sufu block: 3; UBC13 polyUb: -5; EBI2 antag: -12; CXCR6 inh: 5; CCR6 antag: 10; 697 NFkB inh: 11; APJ antag: 3; Jurkat NFkB inh: -2

What do the screens show for `Cc1ccccc1NC(=O)c1onc2c1CCCC2`?
Gli-Sufu block: 56*; UBC13 polyUb: 14; EBI2 antag: 5; CXCR6 inh: -14; CCR6 antag: 1; 697 NFkB inh: -135; APJ antag: -12; Jurkat NFkB inh: -79

How did Cc1nnc(SCCn2c(N3CCC(C)CC3)nc3c2c(=O)[nH]c(=O)n3C)s1 do in these assays?
Gli-Sufu block: -5; UBC13 polyUb: -1; EBI2 antag: 1; CXCR6 inh: 5; CCR6 antag: -18; 697 NFkB inh: -5; APJ antag: 7; Jurkat NFkB inh: 3

How did C/C(=N\Nc1cc(-c2ccccc2)nc(-c2ccccc2)n1)c1ccc(O)c(C)c1 do in these assays?
Gli-Sufu block: 2; UBC13 polyUb: -7; EBI2 antag: 51*; CXCR6 inh: 18; CCR6 antag: -13; 697 NFkB inh: -73; APJ antag: -12; Jurkat NFkB inh: -22

Results for O=c1[nH]c(SCc2ccc(F)cc2Cl)nc2ccccc12 ?
Gli-Sufu block: 3; UBC13 polyUb: 1; EBI2 antag: -1; CXCR6 inh: -9; CCR6 antag: 2; 697 NFkB inh: 3; APJ antag: -7; Jurkat NFkB inh: 3

Results for CC(C)(C)c1ccc(Cn2ccc(-c3ccc4c(c3)OCO4)n2)cc1 ?
Gli-Sufu block: -35; UBC13 polyUb: 3; EBI2 antag: -5; CXCR6 inh: -11; CCR6 antag: 15; 697 NFkB inh: 2; APJ antag: 9; Jurkat NFkB inh: -20

What do the screens show for `CC(C)[C@H](NC(=O)c1ccco1)C(=O)OCC(=O)N1CCc2ccccc21`?
Gli-Sufu block: -13; UBC13 polyUb: 0; EBI2 antag: 5; CXCR6 inh: 1; CCR6 antag: 21; 697 NFkB inh: 25; APJ antag: 23; Jurkat NFkB inh: 4

How did Cn1c(=O)[nH]c(=O)c2c1nc(N1CCOCC1)n2CCN1CCOCC1 do in these assays?
Gli-Sufu block: -2; UBC13 polyUb: 1; EBI2 antag: -5; CXCR6 inh: 1; CCR6 antag: -6; 697 NFkB inh: 19; APJ antag: -21; Jurkat NFkB inh: -20

What do the screens show for `Cc1ccc2c(c1)N(CC(=O)NCCc1ccc(Cl)cc1)C(=O)c1cccnc1O2`?
Gli-Sufu block: -10; UBC13 polyUb: 1; EBI2 antag: 19; CXCR6 inh: -3; CCR6 antag: -1; 697 NFkB inh: -14; APJ antag: -44; Jurkat NFkB inh: -8

Results for N/C(=N\OC(=O)c1ccc2c(c1)OCO2)c1cccc([N+](=O)[O-])c1 ?
Gli-Sufu block: -52; UBC13 polyUb: -4; EBI2 antag: -12; CXCR6 inh: -20; CCR6 antag: -5; 697 NFkB inh: -38; APJ antag: -38; Jurkat NFkB inh: -62

What do the screens show for `N#CNC(=Nc1ccc(F)cc1)SCc1ccccc1`?
Gli-Sufu block: -5; UBC13 polyUb: 3; EBI2 antag: -7; CXCR6 inh: 5; CCR6 antag: 0; 697 NFkB inh: -31; APJ antag: -3; Jurkat NFkB inh: -7

How did CC(C(=O)NC(=O)NC1CCCCC1)N1CCN(C(c2ccccc2)c2ccccc2)CC1 (stereo unspecified) do in these assays?
Gli-Sufu block: 0; UBC13 polyUb: -1; EBI2 antag: 10; CXCR6 inh: 12; CCR6 antag: 28; 697 NFkB inh: 4; APJ antag: 14; Jurkat NFkB inh: 0

What do the screens show for `Cn1nc(C(=O)OCC(=O)Nc2sccc2C(N)=O)c2ccccc2c1=O`?
Gli-Sufu block: 7; UBC13 polyUb: 4; EBI2 antag: -5; CXCR6 inh: -9; CCR6 antag: -11; 697 NFkB inh: 9; APJ antag: -11; Jurkat NFkB inh: 0

How did Cn1c(Sc2ccc(Br)cc2)c(C=O)c2ccccc21 do in these assays?
Gli-Sufu block: 8; UBC13 polyUb: 28; EBI2 antag: 20; CXCR6 inh: 7; CCR6 antag: 27; 697 NFkB inh: -5; APJ antag: 7; Jurkat NFkB inh: 17

What do the screens show for `Cn1c(=O)c2c(nc(NCc3cccnc3)n2Cc2cccc(C(F)(F)F)c2)n(C)c1=O`?
Gli-Sufu block: 12; UBC13 polyUb: 11; EBI2 antag: -6; CXCR6 inh: 8; CCR6 antag: 8; 697 NFkB inh: 31; APJ antag: 14; Jurkat NFkB inh: -13

What do the screens show for `COC(=O)C1=C(C)N(c2cc(C)cc(C)c2)/C(=C/c2ccco2)C1=O`?
Gli-Sufu block: 8; UBC13 polyUb: -12; EBI2 antag: -27; CXCR6 inh: 11; CCR6 antag: 21; 697 NFkB inh: -5; APJ antag: 4; Jurkat NFkB inh: 27

Results for COc1ccc(-c2nc(CN3CCN(C(=O)c4ccco4)CC3)c(C)o2)c(F)c1 ?
Gli-Sufu block: 3; UBC13 polyUb: 5; EBI2 antag: -17; CXCR6 inh: 5; CCR6 antag: 14; 697 NFkB inh: 9; APJ antag: 3; Jurkat NFkB inh: 0

Results for C1=CC(c2cc3ccccc3o2)OC(CCc2ccccc2)C1 (stereo unspecified) ?
Gli-Sufu block: 4; UBC13 polyUb: 2; EBI2 antag: 10; CXCR6 inh: 1; CCR6 antag: 17; 697 NFkB inh: 24; APJ antag: 1; Jurkat NFkB inh: -5

Results for C=CCC[C@@H](Cc1ccc(F)cc1)C(=O)OC[C@@H](Cc1c[nH]c2ccccc12)NC(=O)[C@@H](CC=C)CC(=O)N(CCO)Cc1ccccc1 ?
Gli-Sufu block: 2; UBC13 polyUb: -8; EBI2 antag: 17; CXCR6 inh: 8; CCR6 antag: 13; 697 NFkB inh: -10; APJ antag: -11; Jurkat NFkB inh: 7

What do the screens show for `COc1cccc(C2=CC(c3ccccc3)n3nnnc3N2)c1` (stereo unspecified)?
Gli-Sufu block: -1; EBI2 antag: 2; CXCR6 inh: 4; CCR6 antag: 28

Results for CN(C)S(=O)(=O)c1ccc(C(=O)NCC(C)(C)CN=C2NS(=O)(=O)c3ccccc32)cc1 ?
Gli-Sufu block: 20; UBC13 polyUb: 3; EBI2 antag: 4; CXCR6 inh: 4; CCR6 antag: -6; 697 NFkB inh: 3; APJ antag: 15; Jurkat NFkB inh: 11

What do the screens show for `COc1ccccc1N1CCN(C(=O)CSc2nc3ccccc3nc2N2CCCCC2)CC1`?
Gli-Sufu block: 2; UBC13 polyUb: 0; EBI2 antag: 9; CXCR6 inh: 12; CCR6 antag: 6; 697 NFkB inh: 5; APJ antag: 11; Jurkat NFkB inh: 12

Results for Cc1cc(N/N=C/c2cccc(Br)c2)nc2ccccc12 ?
Gli-Sufu block: -34; UBC13 polyUb: 13; EBI2 antag: -4; CXCR6 inh: -6; CCR6 antag: 2; 697 NFkB inh: -99; APJ antag: 6; Jurkat NFkB inh: -36

How did Cc1cnc(NC(=O)CN2C(=O)C3CC=CCC3C2=O)s1 (stereo unspecified) do in these assays?
Gli-Sufu block: -2; UBC13 polyUb: 6; EBI2 antag: -4; CXCR6 inh: 4; CCR6 antag: -8; 697 NFkB inh: 15; APJ antag: -1; Jurkat NFkB inh: 20
